All columns: NCI-60 one-dose screen, growth in % after 48 h at 10 µM unless noted; 100 = growth as untreated, 0 = no growth, -100 = all killed.
SK-MEL-2: SK-MEL-2 melanoma. 77,000 tested, 4.7% active. AID 1794763
MALME-3M: MALME-3M melanoma | 78,000 tested, 5.8% active | AID 1794766
UACC-62: UACC-62 melanoma; 81,000 tested, 5.4% active; AID 1794756
HS 578T: HS 578T breast cancer. 78,000 tested, 4.1% active. AID 1794788
UACC-257: UACC-257 melanoma; 78,000 tested, 4.4% active
BT-549: BT-549 breast cancer. 78,000 tested, 4.4% active. AID 1794793
SK-MEL-28: SK-MEL-28 melanoma; 81,000 tested, 4.1% active; AID 1794761
T-47D: T-47D breast cancer; AID 1794792; 79,000 tested, 5% active
* = called active by the depositor; / = no result given; [ ] = remark or other dose. How the source made its calls: active means growth percent below 10; inactive means the rest.

SMILES	SK-MEL-2	MALME-3M	UACC-62	HS 578T	UACC-257	BT-549	SK-MEL-28	T-47D
CCOC(=O)c1c(Nc2ncnc3cc(OC)c(OC)cc23)sc2c1CCCC2	102	104	98	84	120	90	107	82
C=CCOC(=O)C1CCC2OC2C1 (centres undefined)	97	106	105	105	103	96	107	93
CCOC(=O)c1[nH]c(C)c2c1CCc1cnc(Nc3ccccc3)nc1-2	103	124	98	94	110	/	115	77
CCc1c(Nc2ccc(Cl)c(Cl)c2)nc(N)[nH]c1=O	89	89	67	105	100	108	98	74
CCOc1ccc(C(CC)Oc2ccc(C(=O)NS(=O)(=O)C(C)(C)C)cc2C(F)(F)F)nc1 (centres undefined)	100	102	100	106	102	102	109	103
Cc1ccc(NCC(=O)Nc2ccccc2C(=O)O)c(C)c1	108	96	93	85	101	101	107	72
Nc1ccc([N+](=O)[O-])cc1-c1nc2ccccc2[nH]c1=O	98	106	82	104	115	91	109	74
Nc1nc(Nc2ccc(Cl)cc2)nn1S(=O)(=O)c1ccc(Oc2ccccc2)cc1	88	100	63	58	91	87	100	59
COc1ccc(C2SCC(=O)N2NC(=O)CCC(=O)c2nc3ncccc3[nH]2)cc1 (centres undefined)	107	97	92	84	99	121	118	101
COc1c(O[C@@H]2OC[C@@H](O)[C@H](O)C2O)cc2oc3cc(O[C@@H]4OC[C@@H](O)[C@H](O)C4O)c(CC=C(C)C)c(O)c3c(=O)c2c1CC=C(C)C (some centres undefined)	97	107	92	91	84	89	107	73
COc1cc(/C=C(\C#N)C(=O)Nc2sc3c(c2C#N)CCC3)ccc1OCc1ccccc1	114	98	97	100	103	106	109	89
Cc1cc(N2CCOCC2)nc(N2CCOCC2)c1C#N	111	134	98	91	101	102	100	92
CC(=O)c1cc2c(cc1C(C)C)C(C)(C)CCC2(C)C	106	89	104	107	104	99	110	89
O=C(n1ccc2cc(OS(=O)(=O)c3ccc(Cl)c(C(F)(F)F)c3)ccc21)C12CC3CC(CC(C3)C1)C2	97	89	97	107	100	88	102	83
CNS(C)(=O)=O	107	102	111	106	109	112	112	104
CC(=O)OCCC12CCC(CC1Cl)C2(C)C (centres undefined)	110	107	118	104	97	107	115	89
CCCCCCCN(CCCCCCC)C(C)C(O)c1ccc2cc(Br)c3ccccc3c2c1 (centres undefined)	114	106	105	105	/	106	109	95
CCN(CC)CCOc1nc2c3ccc(Cl)cc3nn2c2ccccc12	73	36	9.1*	55	16	70	45	53
CCC(C)NC(=O)c1ccccc1C (centres undefined)	104	78	100	97	100	99	94	94
COc1ccc(C2c3cccn3-c3ccccc3N2C(C)=O)cc1OC (centres undefined)	136	106	110	/	116	90	112	107
Cc1ccc(Nc2c(C(N)=O)cnc3ccc(C(=O)/C=C/c4ccc(N(C)C)cc4)cc23)cc1	112	/	91	96	108	99	101	78
CSc1nc(-c2cccc(NC(=O)CC#N)c2)c(C#N)c(=O)n1C	108	96	97	103	103	106	116	95
CC[C@H]1[C@@H]2C=C[C@@H]3[C@H]4C/C=C\C(=O)NCCC[C@@H]5NC(=O)/C(=C(O)/C=C/[C@@H]4C[C@@H]3[C@H]2C[C@H]1C)C5=O	46	-6.2*	73	-2.2*	23	-49*	61	34
O=[N+]([O-])CC(c1cccs1)c1c[nH]c2ccccc12 (centres undefined)	80	82	71	78	92	85	88	90
O=C1/C(=C2\CCc3ccccc32)Cc2ccccc21	91	123	79	99	93	99	120	50
O=C1CN(/N=C/c2ccc(-c3ccc([N+](=O)[O-])cc3)o2)C(=O)N1	102	102	97	102	104	98	114	87
c1ccc([I+]c2ccccc2)cc1	55	50	106	116	79	65	87	77
O=C(OCC(O)CO)c1c(Cl)c(Cl)c(Cl)c(Cl)c1-c1c2cc(I)c(=O)c(I)c-2oc2c(I)c(O)c(I)cc12 (centres undefined)	97	114	93	89	94	102	93	84
CC(=O)Oc1ccc2c(c1)c1cc3ncccc3nc1n2C(C)=O	93	80	66	66	102	85	106	60
CCCCc1n(Cc2ccc3ccccc3c2)c2ccccc2[n+]1Cc1ccc2ccccc2c1	-74*	-86*	-92*	-61*	-58*	-74*	-93*	-62*
CC(=O)C1CCC2C3CC4OCC5(CCC(O)CC45Br)C3CCC12C (centres undefined)	98	90	99	123	95	108	124	95
Cc1ccc([C@@H]2C[C@@H]3Cc4ccccc4N2O3)o1	107	96	110	/	97	107	113	93
N#Cc1c(-c2ccc(O)cc2)nc(SCC(=O)NNc2ncnc3ccccc23)[nH]c1=O	114	106	102	104	109	104	114	107
O=C(OC(=O)C1CCCCC1)C1CCCCC1	132	109	102	/	115	91	115	110
CCOC(=O)CN(C)CC(=O)OCC	101	98	109	100	98	95	99	96
N#CC1=C(N)Oc2ccc3ccccc3c2C1c1ccccc1 (centres undefined)	50	42	19	24	62	20	55	41
Nc1cc(Br)c(-c2nn3c(CCC(=O)c4nc5ccccc5[nH]4)nnc3s2)c(Br)c1	100	96	101	90	116	105	111	88
COC1=C[C@H]2C[C@@]3(OC)[C@H](O)c4ccccc4N4C(=O)C(=O)N(C2c2ccccc2)[C@@]143 (some centres undefined)	103	100	92	100	106	105	111	103
N#Cc1c(NCc2ccccc2)n[nH]c1Nc1ccccc1	21	22	65	85	51	/	79	17
COC(=O)[C@]1(CCSC)N[C@H](c2cn(-c3ccccc3)nc2C)[C@@H]2C(=O)N(c3ccccc3)C(=O)[C@@H]21	121	105	102	94	113	95	109	108

A section taken from the entries so far:
SMILES	SK-MEL-2	MALME-3M	UACC-62	HS 578T	UACC-257	BT-549	SK-MEL-28	T-47D
N#Cc1c(NCc2ccccc2)n[nH]c1Nc1ccccc1	21	22	65	85	51	/	79	17
COC(=O)[C@]1(CCSC)N[C@H](c2cn(-c3ccccc3)nc2C)[C@@H]2C(=O)N(c3ccccc3)C(=O)[C@@H]21	121	105	102	94	113	95	109	108

(listing goes on)
SMILES	SK-MEL-2	MALME-3M	UACC-62	HS 578T	UACC-257	BT-549	SK-MEL-28	T-47D
CCO/C=N/c1c(C#N)cnn1-c1cccc(F)c1	118	101	103	104	105	102	112	104
O=C(NCc1ccco1)C(=O)N/N=C/c1ccccc1O	77	79	87	98	94	76	82	88
CC(C)Cc1ccc(C(C)C(=O)OCc2ccc(Cn3c(=O)sn(CCI)c3=O)cc2)cc1 (centres undefined)	101	98	81	98	92	95	107	87
CCOC(=O)c1cnc2cc(Cl)c(F)cc2c1Nc1cccc(NS(C)(=O)=O)c1	113	112	88	94	118	105	114	94
N#Cc1c(Nc2ccccc2)nn2c(-c3ccco3)ccnc12	/	109	91	101	100	73	99	96
CSc1nc2ncncc2[nH]1	/	111	104	75	114	110	75	94
CCn1c(-c2cc3ccc2CCc2ccc(cc2)CC3)n[nH]c1=S	112	95	93	97	99	85	100	106
COc1ccc(/C=C/C(=O)Nc2ccc(C=C3c4ccccc4C(=O)c4ccccc43)cc2)cc1	81	81	42	77	75	68	64	52
COc1cccc(-c2nc3sccn3c2-c2ccnc(NCCNS(=O)(=O)c3cccc(F)c3)c2)c1	41	47	-18*	28	45	-6.0*	56	-2.2*
Cc1ccc(NC(=O)c2nc(S(C)(=O)=O)oc2-c2ccc(F)cc2)cc1Nc1ccc2ncn(C)c(=O)c2c1	/	24	86	106	83	66	82	-10.0*
c1ccc2nc3ccccc3nc2c1	114	103	94	98	101	103	104	103
COc1cc(CNC(=O)CCCC/C=C/C(C)C)ccc1OCc1nnc(Nc2ccc([N+](=O)[O-])cc2)o1	79	70	40	63	78	108	74	49
C=CCOc1c(Cl)c(Cl)c(Cl)c(Cl)c1Cl	106	114	105	106	94	104	117	103
Cc1ccc(/C(=N\c2sc(-c3ccccc3)nc2-c2ccccc2)N(C)C2CCCCC2)cc1	114	96	83	98	97	106	104	86
CN(C)CCCN(Cc1ccccc1O)C(=S)Nc1cccc2ccccc12	117	126	99	91	102	108	105	89
C#CCN(C)CCCOc1ccc(NCc2ccc(C(=O)NO)cc2)cc1Cl	15	17	-6.3*	25	10	75	24	0.4*
CC[C@H](C)[C@@H]1NC(=O)[C@@H]([C@@H](C)CC)NC(=O)CC(=O)[C@H](C)[C@H](/C=C(\C)C[C@H](C)C/C(C)=C/COCc2ccc(OC)cc2)OC1=O	114	96	72	88	118	100	104	/
CN(C)NC(=S)Nc1ccccc1	106	98	96	120	115	106	116	96
N#Cc1c(-c2ccc(F)cc2)cc(-c2ccccn2)[nH]c1=O	110	107	96	107	104	102	109	94
CCN(C(=O)N1CCN(c2cc3c(cc2F)c(=O)c(C(=O)O)cn3C2CC2)CC1)c1nc(-c2ccc(Cl)cc2)cs1	9.4*	6.7*	-27*	21	13	-8.1*	40	22
Cc1cccc(Cl)c1NC(=O)SC(C)C	103[100 µM]	91[100 µM]	97[100 µM]	95[100 µM]	99[100 µM]	112[100 µM]	105[100 µM]	95[100 µM]
Cc1ccc(C(O)(c2ccccc2)c2ccc(C)cc2)cc1	110	125	79	97	98	116	107	95
CC(=O)c1cc2c(N)c(C(=O)Nc3cccc(Cl)c3)sc2nc1C	39	102	56	83	83	76	93	84
COc1ccc(/C(C)=C(\c2ccc(OCCN3CCOCC3)cc2)c2ccc(OC(=O)C3CCCCC3)cc2)cc1	104	98	110	110	112	112	106	78
Nc1ccccc1/C=C/C(=O)O	140	119	107	89	102	92	113	91
COc1ccc(CCNc2nc3cc(N)cc(N)c3nc2-c2ccccc2)cc1OC	89	93	98	113	95	86	100	83
CCC1=C[C@@H]2CN(C1)Cc1c([nH]c3ccccc13)[C@@](C(=O)OC)(c1cc3c(cc1OC)N(C=O)[C@H]1[C@@](O)(C(=O)OC)[C@H](OC(C)=O)[C@]4(CC)[C@@H]5C[C@@H]5CN5CC[C@]31[C@@H]54)C2	18	40	19	26	53	48	61	98
O=C(OCCN1CCCCC1)c1noc2cc([N+](=O)[O-])ccc12	103	106	102	100	98	/	112	95
CN1CCOCCN(C)Cc2ccc3ccc(cc3c2)CN(C)CCOCCN(C)Cc2ccc3ccc(cc3c2)C1	114	69	104	91	110	94	105	119
O=C1CC(C(F)(F)F)Cc2nc3ccc(Br)cc3cc21 (centres undefined)	107	84	81	/	106	96	96	63
Cc1cc(=O)[nH]c(NNC(=O)c2ccc(Cl)cc2)n1	99	110	107	107	102	99	110	97
O=C(Nc1cccc(C(F)(F)F)c1)Oc1ccc(Cl)c2cccnc12	9.4*	-2.7*	32	17	-60*	37	58	22

Compounds shown so far with a Cl atom (14):
SMILES	SK-MEL-2	MALME-3M	UACC-62	HS 578T	UACC-257	BT-549	SK-MEL-28	T-47D
CCc1c(Nc2ccc(Cl)c(Cl)c2)nc(N)[nH]c1=O	89	89	67	105	100	108	98	74
Nc1nc(Nc2ccc(Cl)cc2)nn1S(=O)(=O)c1ccc(Oc2ccccc2)cc1	88	100	63	58	91	87	100	59
O=C(n1ccc2cc(OS(=O)(=O)c3ccc(Cl)c(C(F)(F)F)c3)ccc21)C12CC3CC(CC(C3)C1)C2	97	89	97	107	100	88	102	83
CC(=O)OCCC12CCC(CC1Cl)C2(C)C (centres undefined)	110	107	118	104	97	107	115	89
CCN(CC)CCOc1nc2c3ccc(Cl)cc3nn2c2ccccc12	73	36	9.1*	55	16	70	45	53
O=C(OCC(O)CO)c1c(Cl)c(Cl)c(Cl)c(Cl)c1-c1c2cc(I)c(=O)c(I)c-2oc2c(I)c(O)c(I)cc12 (centres undefined)	97	114	93	89	94	102	93	84
CCOC(=O)c1cnc2cc(Cl)c(F)cc2c1Nc1cccc(NS(C)(=O)=O)c1	113	112	88	94	118	105	114	94
C=CCOc1c(Cl)c(Cl)c(Cl)c(Cl)c1Cl	106	114	105	106	94	104	117	103
C#CCN(C)CCCOc1ccc(NCc2ccc(C(=O)NO)cc2)cc1Cl	15	17	-6.3*	25	10	75	24	0.4*
CCN(C(=O)N1CCN(c2cc3c(cc2F)c(=O)c(C(=O)O)cn3C2CC2)CC1)c1nc(-c2ccc(Cl)cc2)cs1	9.4*	6.7*	-27*	21	13	-8.1*	40	22
Cc1cccc(Cl)c1NC(=O)SC(C)C	103[100 µM]	91[100 µM]	97[100 µM]	95[100 µM]	99[100 µM]	112[100 µM]	105[100 µM]	95[100 µM]
CC(=O)c1cc2c(N)c(C(=O)Nc3cccc(Cl)c3)sc2nc1C	39	102	56	83	83	76	93	84
Cc1cc(=O)[nH]c(NNC(=O)c2ccc(Cl)cc2)n1	99	110	107	107	102	99	110	97
O=C(Nc1cccc(C(F)(F)F)c1)Oc1ccc(Cl)c2cccnc12	9.4*	-2.7*	32	17	-60*	37	58	22

Random draw from the library; 10% or so of the library scored in one or more.
